# KOR beta-arrestin-1: kappa opioid receptor activators – cell-based, luminescence, uHTS, primary screen (AID 1777). KOR beta-arrestin recruitment, luminescence; higher % means a stronger effect. activation, % at 10 µM, or EC50 in µM where a hit was titrated. 280,000 tested, 0.02% active; in the data active = activation above about 50%, passing the limit was not always enough; also: a part of the inactive calls stands beside numbers as strong as those of hits
# NOD2 inhibition: inhibition of NOD2-driven NF-kB reporter – cell-based, luminescence, uHTS, HEK293 (AID 1566); 290,000 tested, 0.63% active; HEK293 NOD2/NF-kB luciferase reporter, luminescence; higher % means a stronger effect; one-dose inhibition, % at 4 µM; EC50 in µM for titrated hits; also: many of its hits are not listed in these tables
# LYP inhibition: inhibitors of LYP phosphatase, biochemical, fluorescence intensity, uHTS (AID 1779); one-dose inhibition, % at 11.5 µM; IC50 in µM for titrated hits; recombinant LYP phosphatase, fluorescence intensity; higher % means a stronger effect; 290,000 tested, 0.054% active;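 also: plate controls were vehicle with enzyme for no effect and no enzyme for full effect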
# KOR beta-arrestin-2: kappa opioid receptor blockers – cell-based, luminescence, uHTS (AID 1778) | KOR beta-arrestin recruitment, luminescence, antagonist mode; higher % means a stronger effect | 290,000 tested, 0.091% active | inhibition, % at 10 µM, or IC50 in µM where a hit was titrated; also: strong numbers were not always called active
# human PMI inhibitors: human PMI inhibitors, high substrate, primary screen, biochemical, fluorescence intensity, high mannose 6-phosphate (AID 1220); recombinant PMI enzyme, coupled fluorescence intensity; higher % means a stronger effect; inhibition, % at 20 µM; hits with a dose series show IC50 in µM; 190,000 tested, 0.66% active
# human PMI inhibition: inhibitors of human PMI, primary screen, biochemical, fluorescence intensity, coupled assay (AID 1209). purified PMI enzyme, coupled fluorescence intensity; higher % means a stronger effect. inhibition, % at 20 µM; hits with a dose series show IC50 in µM. 190,000 tested, 0.42% active;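 also: plate controls were DMSO vehicle for no effect and wells lacking substrate for full effect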
# XIAP antagonists: XIAP antagonists, biochemical, IAP family, fluorescence polarization (AID 1018); XIAP BIR domain, fluorescence polarization peptide displacement; higher % means a stronger effect; 200,000 tested, 0.007% active; displacement, % at 20 µM, or IC50 in µM where a hit was titrated; in the data active = displacement above about 50%; also: a part of the inactive calls stands beside numbers as strong as those of hits
# NOD1 inhibition: inhibition of NOD1-driven NF-kB reporter – cell-based, luminescence, uHTS, primary screen (AID 1578); NOD1-driven NF-kB luciferase reporter cells, luminescence; higher % means a stronger effect; one-dose inhibition, % at 4 µM; EC50 in µM for titrated hits; 290,000 tested, 1% active; in the data active = inhibition mostly above about 36%, no sharp cut-off; inactive = mostly below about 34%;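 also: HEK-293T reporter cells stimulated with the NOD1 agonist gamma-tri-DAP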
# TNAP activators: stimulation of alkaline phosphatase TNAP activity – biochemical, luminescent, no phosphate acceptor, uHTS, primary screen (AID 1001). activation fold at 20 µM; hits with a dose series show EC50 in µM. 200,000 tested, 0.03% active. purified TNAP, luminescent activation assay, no phosphate acceptor; higher activation fold means a stronger effect; in the data active = activation fold from about 3, or a potency from the dose series; inactive = the rest, 99 in 100 with activation fold below about 1.6; also: many of its hits are not listed in these tables
# An asterisk follows results filed as active; . = not tested or not shown; [ ] = remark or other dose. Rule as the data show it, unless noted: active = inhibition above about 50%; inactive = the rest. These rows are one share of the data; the hit share may differ from the screen's.
SMILES,KOR beta-arrestin-1,NOD2 inhibition,LYP inhibition,KOR beta-arrestin-2,human PMI inhibitors,human PMI inhibition,XIAP antagonists,NOD1 inhibition,TNAP activators
CCS(=O)(=O)C1=NSC2=NC(=O)/C(=C\c3cc(C)n(-c4cccc(OC)c4)c3C)C(=N)N21,-0.2%,20%,12%,-4%,-13%,-31%,-8.3%,5%,1.1
COc1ccc(/C=C/c2c(-c3cccc(C)c3)oc3ccc(-c4ccc5c(c4)OCO5)cc23)cc1,1.1%,7%,-6%,-4%[20 µM],.,.,.,-25%,.
COc1ccc(-n2c(=S)[nH]c3cc(C(=O)NCCCN4CCCC4=O)ccc3c2=O)cc1OC,-2.6%,9%,-9%,-15%,-2%,0%,-3.9%,-7%,1.1
COc1ccc(COc2ccc(C3C(S(=O)(=O)c4ccccc4)CON3C)cc2OC)cc1 (stereo not given),1.7%,13%,-7%,-47%[20 µM],-2%,-2%,-21%,-10%,1.1
Cc1cccc(N2CCN(S(=O)(=O)c3c(C)nc4scc(C)n4c3=O)CC2)c1C,3.0%,48%,-1%,-3%,.,.,.,26%,.
OCCOCCOCCn1c2ccccc2c2ccccc21,-4.2%,15%,-5%,4%,11%,19%,-2.2%,10%,1.1
O=C(NCc1ccccn1)C(C(=O)c1cccc([N+](=O)[O-])c1)n1cc(Cl)ccc1=O (stereo not given),.,10%,2%,-2%[20 µM],14%,0%,-5.1%,-16%,1
Cn1c(=O)[nH]c(=O)c2c1nc(N1CCc3ccccc3C1)n2CCSc1nc2ccccc2s1,43%,-20%,10%,-29%,10%,11%,-3.5%,-22%,1.1
CCCOc1nc2c(c(=O)n(C)c(=O)n2C)n1CC,4.0%,5%,0%,-12%,9%,8%,-15%,-9%,1
CCC1(O)c2ccccc2-c2ncccc21 (stereo not given),1.9%,15%,-7%,4%,5%,-1%,0.6%,-8%,1.1
Cc1cc([N+](=O)[O-])nn1CC(=O)Nc1nccs1,-0.3%,2%,-9%,-7%,1%,2%,-1.8%,-33%,1
COc1ccc(OC)c(CCNC(=O)c2ccc(CS(=O)Cc3cccc(Cl)c3)o2)c1 (stereo not given),4.4%,27%,0%,-43%,.,.,.,-14%,.
CCOC(=O)C1=C(N)OC2=C(C(=O)CC(C)(C)C2)C1c1ccc(C)s1 (stereo not given),4.5%,-6%,6%,-65%,-6%,-4%,-4.9%,-23%,1
Cc1cc(C)nc(SCc2cc(=O)c(OC(=O)c3ccc(Br)o3)co2)n1,5.7%,1%,-5%,19%,5%,9%,-6.6%,-30%,1
NC(=O)c1c(NC(=O)c2cccnc2Cl)sc2c1CCCC2,8.3%,4%,-3%,-6%,3%,-7%,-1.3%,-33%,1.1
Cc1cccc(N2CCN(S(=O)(=O)c3c(C)[nH]c(C)c3C(=O)N3CCCC3)CC2C)c1 (stereo not given),-5.3%,16%,-13%,-11%,.,.,.,-20%,.
CCCCn1cnc2c1c(=O)n(CC(=O)c1cc(C)n(C)c1C)c(=O)n2CC(C)C,-5.2%,10%,-3%,14%,5%,4%,1.4%,-28%,1.1
O=C(Nc1ccc(Cl)cc1C(F)(F)F)c1ccc(Cl)cc1,-3.7%,-23%,-4%,16%,3%,4%,-7.4%,-22%,1.1
CCOC(=O)C1(Cc2cccc(F)c2)CCN(Cc2cnc(C)s2)CC1,-6.3%,5%,-4%,-11%,-13%,-7%,-5.4%,-28%,1.1
Cc1ccnc(NC(=O)COc2ccc(Cl)cc2)n1,3.1%,-38%,-3%,-7%,.,.,.,-1%,.
COCCCNC(=O)CCSc1ccc(Cl)cc1,1.0%,10%,-10%,13%,8%,3%,-0.2%,-4%,1.1
Cc1ccc(C2Nc3ccccc3C(=O)N2CCN2CCNC2=O)cc1 (stereo not given),.,-11%,-11%,25%,.,.,.,1%,.
Cc1cc(C)nc(NC(=O)CCC2CCCC2)c1,-8.4%,22%,-8%,16%,-3%,0%,0.6%,-13%,1.1
CN(C)C(=S)NC(=O)C12CC3(C)CC(C)(CC(C)(C3)C1)C2,2.0%,29%,-7%,7%,.,.,.,4%,.
Cc1ccc(-n2nc(CC#N)c(C#N)c2N)cc1Cl,-0.7%,-7%,-6%,-4%,7%,7%,-6.1%,-21%,1.3
COc1ccc(Nc2cc(C(=O)NCc3ccco3)c3ccccc3n2)c(OC)c1,-0.4%,-18%,6%,-4%,8%,11%,1.7%,-44%,1.1
Cc1ccccc1C(=O)NN1CCOCC1,2.3%,8%,-1%,-34%,6%,5%,-6.4%,-32%,1.1
Cc1cc(C)c(S(=O)(=O)c2ccccc2C)c(OCCN(C)C)n1,-3.0%,6%,-8%,8%,.,.,.,-4%,.
CN(CCCOc1ccccc1Br)Cc1ccccc1,-4.8%,-16%,-7%,-5%[20 µM],-3%,-1%,-1.4%,-39%,1.1
Cc1cc2c(nn1)CCC/C2=N\O,-2.7%,0%,-3%,-4%,4%,7%,-0.1%,-7%,1.1
CCOC(=O)c1cc2c(ccn2C)n1CC(=O)N1C(C)CCCC1C (stereo not given),.,4%,-2%,11%[20 µM],52%*,11%,-5.7%,6%,1.1
CCOc1ccc(NC(=O)Nc2ccc(Cc3ccncc3)cc2)cc1,-3.1%,2%,-5%,-6%,.,.,.,3%,.
O=[N+]([O-])c1ccc(OCCO)nc1,1.3%,10%,1%,18%,.,.,.,-7%,.
COc1ccccc1S(=O)(=O)Cc1ccc(C(=O)NCc2ccc(C)cc2)o1,2.4%,21%,7%,-28%,.,.,.,0%,.
CCC1CCc2c(sc(NC(C)=O)c2C#N)C1 (stereo not given),11%,-2%,-9%,-39%,4%,6%,-25%,5%,1.1
COc1ccc(C)cc1N(CC(=O)Nc1cccnc1)S(=O)(=O)c1ccccc1,-3.4%,6%,-6%,22%[20 µM],4%,10%,-2.4%,-18%,1.1
Cc1sc(NC(=O)c2ccc(=O)n(C)n2)nc1-c1ccccc1,0.1%,12%,-3%,-18%,8%,8%,-3.7%,-44%,1
CCCc1nnc(NC(=O)CCC(=O)NCCc2ccc(Cl)cc2)s1,6.2%,-4%,-9%,-18%,.,.,.,-16%,.
COc1ccc(/C=C2\SC(=S)N(CC(=O)NCCO)C2=O)cc1,-4.7%,11%,-3%,-4%,-3%,-2%,-3.8%,-34%,1
Cn1c(=O)c2c(ncn2CCC(=O)N/N=C/c2cccnc2)n(C)c1=O,1.7%,8%,0%,5%,.,.,.,-6%,.
CCOC(=O)[C@@H]1[C@H]2COc3ccccc3[C@@H]2N2C(=O)N(c3ccccc3)C(=O)[C@]12C,-4.0%,15%,-11%,-11%[20 µM],.,.,.,-21%,.
COC(=O)c1cc2ccccc2c(-c2c(OC)c(C(=O)OC)cc3ccccc23)c1OC,4.1%,9%,6%,-18%,16%,13%,-5.7%,29%,1
COCCCNc1nc(-c2ccc(Cl)cc2)nc2ccccc12,2.2%,8%,-6%,-24%,.,.,.,11%,.
CC1CC(C)CN(C(=S)NC2CCCCC2)C1 (stereo not given),-0.4%,-17%,-6%,5%,7%,6%,-1.3%,-10%,1.1
Cc1c(N(C(=O)CNC(=O)c2ccccc2)C2(C(=O)NC3CCCCC3)CCCCC2)c(=O)n(-c2ccccc2)n1C,4.5%,8%,-6%,-12%,4%,-6%,-6.1%,-7%,1.1
CCOC(=O)C1CCCN(Cc2nc(N)nc(Nc3ccccc3)n2)C1 (stereo not given),0.0%,2%,-3%,-15%,13%,21%,-5.3%,9%,1.1
COc1cccc(C2CC(c3ccc(Cl)cc3Cl)Nc3nc(N)nn32)c1 (stereo not given),-1.6%,2%,-4%,4%,4%,13%,-4.1%,-4%,1.1
CC(Nc1nc(-c2ccccc2F)nc2ccccc12)c1ccccc1 (stereo not given),-3.0%,16%,-4%,28%,.,.,.,-6%,.
CCOc1ccc(CCNC(=O)CCC(=O)N2CCSc3ccccc32)cc1OCC,-0.8%,16%,-8%,-8%[20 µM],.,.,.,-14%,.
Cc1n[nH]c(=S)n1/N=C/c1ccc(OCc2ccc(Cl)cc2Cl)cc1,-4.9%,-51%,-1%,-18%,-32%,-28%,-6.0%,-10%,0.8
COC(=O)C1=C(C)N(C)C(C)=C(C(=O)OC)C1c1cccc(Br)c1,4.7%,11%,-3%,17%,6%,10%,-4.8%,-5%,1.1
Cc1cc(NC(=O)Nc2ccccc2F)ccc1Br,-0.6%,-163%,0%,-29%,6%,14%,-3.3%,-59%,1.1
COc1ccc(-c2cc(C(=O)O)c3ccccc3n2)c(OC)c1,-4.9%,12%,-6%,-22%,1%,7%,-0.9%,-8%,1.1
Nc1nc2n(n1)C(c1cccc(Cl)c1)CC(c1ccc(F)cc1)N2 (stereo not given),-6.5%,-12%,-5%,-1%,1%,9%,-3.5%,-15%,1.1
